Lipid storage S3 = qHTS Assay for Lipid Storage Modulators in Drosophila S3 Cells. Drosophila S3 cells, BODIPY lipid droplet fluorescence, 18-24 h; cells fed with added oleic acid. lipid storage change, negative = inhibition, % at the top dose, mostly 46.1 µM; hits show Potency in µM. 0.64% of 320,000 active; active = well fitted inhibition curve with a large enough effect in the signal ratio, with a control signal flat, not every such curve was filed as active; inconclusive = small, poorly fitted or top-dose-only effect, or effect the other way, or a change in a side signal; the % refers to the signal ratio
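Drosophila S3 cells got compounds at several concentrations plus oleic acid (400 uM solution). Laser-scanning cytometry with 488 nm excitation read lipid droplets at 500-530 nm and cells at 575-640 nm. Percent activity was relative to 20 uM Triacsin C.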
Lipid storage S3 cell count max = further read-out of Lipid storage S3, marked with its call; cell number change, %; measured here: cell count max response;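 cells counted by Cell Tracker Red CMTPX staining in the red channel; peak over a dose series mostly up to 46.1 µM; percent activity relative to internal control wells on each plate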
An asterisk follows results filed as active; i = inactive; ? = inconclusive; . = not tested or not shown. % is set by controls: 0 for no effect and ±100 for the full control effect; potency is the fitted concentration of half-maximal effect.

SMILES	Lipid storage S3	Lipid storage S3 cell count max
Cc1cc(=O)n2[nH]c(C)c(-c3ccc(Cl)cc3)c2n1	i	.
C/C(=N\NC(=O)CNC(=O)C(c1ccccc1)c1ccccc1)c1ccc(C)cc1	7%	-3
CCOC(=O)C1CCN(C(=O)Nc2ccc3oc(C)nc3c2)CC1	?	.
Cc1ccc(-c2nnc(N3CCC(C)CC3)c3ccccc23)cc1C	?	.
O=C(c1ccc([N+](=O)[O-])cc1)N(C1=NCCCCS1)c1ccccc1	?	.
Cc1cccn2c(=O)c3cc(C(=O)N4CCCCC4)sc3nc12	?	.
CCn1c(=O)c(C(=O)NCc2ccccc2Cl)c(O)c2ccccc21	?	.
O=C(C1=NNC2C(=O)N(c3ccccc3)C(=O)C12)c1nc(Cl)ccc1Cl (centres undefined)	1%	5
COc1ccc(Oc2nc3ccccc3n3cccc23)cc1	?	.
COCCc1nc2ccc(C(=O)NCc3cccc(-n4cccn4)c3)cc2o1	?	.
Cc1cc(C)cc(NC(=S)NC2CC3CCCC(C2)N3C2CC2)c1 (centres undefined)	-6%	-2
CN(Cc1cccs1)C(=O)COC(=O)CNC(N)=O	?	.
CC(=O)c1ccccc1NC(=O)COc1ccc(N(C)S(=O)(=O)c2ccc(C)c(C)c2)cc1	?	.
COc1ccc(S(=O)(=O)N(C)C2CCN(C)CC2)cc1	?	.
CN(CC(=O)NCc1ccc(F)cc1)Cc1ccc(Br)cc1	?	.
CC(C(=O)NCc1ccco1)n1nc(-c2ccccc2)c2cc(Cl)ccc21 (centres undefined)	?	.
CC(=O)c1ccc(OCC(O)CN2CCN(S(=O)(=O)c3cccc(Br)c3)CC2)cc1 (centres undefined)	?	.
CC(C)(C)c1ccc(CNc2ccc([N+](=O)[O-])cn2)cc1	?	.
Cc1ccc(/C=C2\CCCC3=C2NC(=S)NC3c2ccc(C)cc2)cc1 (centres undefined)	?	.
O=C(NCc1cccnc1)Nc1cc(Cl)cc(Cl)c1	?	.
COC(=O)c1ccccc1NC(=O)C1CCN(C(=O)c2cc(OC)cc(OC)c2)CC1	?	.
COc1ccc(NC(=O)Nc2ccc3nsnc3c2)cc1	-5%	5
O=c1c2c(nc3cc(-c4cccc(Cl)c4)[nH]n13)CCCC2	?	.
Cc1ccc(S(=O)(=O)NCCN2CCOCC2)c(C)c1C	-17%	-7
O=C(Nc1nccs1)c1ccc(S(=O)(=O)c2ccccc2)cc1	?	.

(continued)
SMILES	Lipid storage S3	Lipid storage S3 cell count max
COc1cccc(-n2nc(C(N)=O)c(O)cc2=O)c1	-23%	.
CC1(C)Cc2c(sc(NC(=O)c3ccc(S(=O)(=O)N4CCCCCC4)cc3)c2C#N)C(C)(C)N1	?	.
CCOCc1nnc(NC(=O)CCC2CCCCC2)s1	15%	-11
Cc1ccc(C(=O)N[C@@H](C)CN2C3=NC[C@H](C(C)C)N3C[C@H]2Cc2ccc(O)cc2)cc1Br	-1%	16
CCN(CC)c1ccc(/C=C/C(=O)C2C(=O)C=C(C)OC2=O)cc1 (centres undefined)	?	.
CCOc1ccc(C(C)=O)cc1N1C(=O)C2C(C1=O)C1C=CC2C12CC2 (centres undefined)	?	.
COc1ccc(CCNC(=O)Cc2ccc(OC)c(OC)c2)cc1OC	-27%	-12
CCCCC(=O)N1CC2(C)CN(C(=O)CCCC)CC(C)(C1)C2=O	1%	-1
COC(=O)c1cc(O)c(OCc2ccccc2)c(O)c1	i	.
COC(=O)C1=CN(Cc2ccc(OC)c(OC)c2)C=C(C(=O)OC)C1c1cccc(F)c1	i	-15
O=C(c1ccc(F)cc1)N1CCN(C2=NS(=O)(=O)c3ccccc32)CC1	i	-1
CC1CCN(c2nc(-c3ccccc3)c(C#N)c(=O)[nH]2)CC1	?	.
CCN(c1ccccc1)S(=O)(=O)c1ccc(C(=O)N2CCCC(C(F)(F)F)C2)cc1 (centres undefined)	22%	.
COc1ccc(-c2nc(NC(=O)Cn3cnnn3)sc2C)cc1	23%	-12
COc1cc(/C=C2/N=C(c3ccccc3F)OC2=O)cc(Cl)c1OS(C)(=O)=O	2%	1
COc1ccc(CCNC(=O)c2cc(-c3ccncc3)nc3ccc(S(=O)(=O)N4CCOCC4)cc23)cc1OC	?	.
O=C(COc1ccc2oc(-c3ccccc3)cc(=O)c2c1)Nc1ccccc1	?	.
O=C(Cn1cnc2c(cnn2-c2ccccc2)c1=O)N1CCOCC1	-10%	.
CCOc1ccc(N(CC(=O)N2CCCCCC2)S(=O)(=O)c2ccc(F)cc2)cc1	?	.
COC(=O)CCC(=O)Nc1ccc2oc3c(c2c1)CCCC3	13%	-12
COc1ccc(-c2cn[nH]c2-c2ccc(OCc3ccccc3)cc2O)cc1OC	?	.
CCN=c1scc(-c2cccs2)n1/N=C/c1cc(OC)ccc1O	?	.
O=C1CCCCC1Oc1ccc2ccc(=O)oc2c1 (centres undefined)	?	.
CC(=O)CCC(=O)N1CCCC(N2CCN(c3cccc(Cl)c3)CC2)C1 (centres undefined)	-11%	-1
CCCc1nnc(NC(=O)c2cccnc2)s1	?	.

An excerpt of these results, comma-delimited.
compound,Lipid storage S3,Lipid storage S3 cell count max
COC(=O)c1cc(O)c(OCc2ccccc2)c(O)c1,i,.
COC(=O)C1=CN(Cc2ccc(OC)c(OC)c2)C=C(C(=O)OC)C1c1cccc(F)c1,i,-15
O=C(c1ccc(F)cc1)N1CCN(C2=NS(=O)(=O)c3ccccc32)CC1,i,-1
CC1CCN(c2nc(-c3ccccc3)c(C#N)c(=O)[nH]2)CC1,?,.
CCN(c1ccccc1)S(=O)(=O)c1ccc(C(=O)N2CCCC(C(F)(F)F)C2)cc1 (centres undefined),22%,.
COc1ccc(-c2nc(NC(=O)Cn3cnnn3)sc2C)cc1,23%,-12
COc1cc(/C=C2/N=C(c3ccccc3F)OC2=O)cc(Cl)c1OS(C)(=O)=O,2%,1
COc1ccc(CCNC(=O)c2cc(-c3ccncc3)nc3ccc(S(=O)(=O)N4CCOCC4)cc23)cc1OC,?,.
O=C(COc1ccc2oc(-c3ccccc3)cc(=O)c2c1)Nc1ccccc1,?,.
O=C(Cn1cnc2c(cnn2-c2ccccc2)c1=O)N1CCOCC1,-10%,.
CCOc1ccc(N(CC(=O)N2CCCCCC2)S(=O)(=O)c2ccc(F)cc2)cc1,?,.
COC(=O)CCC(=O)Nc1ccc2oc3c(c2c1)CCCC3,13%,-12
COc1ccc(-c2cn[nH]c2-c2ccc(OCc3ccccc3)cc2O)cc1OC,?,.
CCN=c1scc(-c2cccs2)n1/N=C/c1cc(OC)ccc1O,?,.
O=C1CCCCC1Oc1ccc2ccc(=O)oc2c1 (centres undefined),?,.
CC(=O)CCC(=O)N1CCCC(N2CCN(c3cccc(Cl)c3)CC2)C1 (centres undefined),-11%,-1
CCCc1nnc(NC(=O)c2cccnc2)s1,?,.

Next records.
SMILES	Lipid storage S3	Lipid storage S3 cell count max
Cc1ccc(C)c(NC(=S)N2CCC(N(C)CC3CCCO3)CC2)c1 (centres undefined)	?	.
O=C1c2cccnc2C(=O)N1Cc1ccc(F)cc1S(=O)(=O)NCc1ccco1	?	.
COc1cc(OC)nc(-n2ncc(OC)c(Br)c2=O)n1	-6%	-1
COc1ccc(-n2nnnc2-c2ccccc2)cc1	i	.
CCCSc1nc2sc3c(c2c(=O)n1-c1ccc(OC)cc1)CCN(C)C3	?	.
COc1ccc(Nc2c(-c3ccc(C)cc3)nc3cnccn23)cc1	?	.
CS(=O)(=O)c1ccc2nc(NC(=O)Cc3ccccc3)sc2c1	?	.
CN(C)CCNC(=S)Nc1cccc(Cl)c1	0%	-2
Cc1cc(C(=O)N(C)CC(=O)Nc2ccccc2C(F)(F)F)c(C)o1	?	.
COc1ccccc1NS(=O)(=O)c1cccc(C(=O)NCC(c2cccs2)N2CCOCC2)c1 (centres undefined)	?	.
O=C(NNC(=S)NC1CCCCC1)c1ccccc1O	-2%	5
N#CC1=C(N)Nc2nc3ccccc3n2C1c1ccc(Cl)cc1 (centres undefined)	?	.
CC(=O)c1ccc(NC(=S)N2CCCC(C(F)(F)F)C2)cc1 (centres undefined)	1%	21
COc1ccc(N2CCN(C(=O)CC34CC5CC(CC(C5)C3)C4)CC2)c([N+](=O)[O-])c1	?	.
COc1cccc(NC(=O)CN(C)C(=O)c2ccccc2-c2nc3ccccc3s2)c1	i	-6
Cc1cc(C(=O)COc2ncnc3sccc23)c(C)n1C	i	-8
CC1CCc2nc3sc4c(c3c(N)c2C1)CCCC4 (centres undefined)	?	.
CCCCc1cc(=O)oc2c(CN(CC)CC)c(O)c(Cl)cc12	i	29
COCCn1c(SCC(=O)NC(=O)NC(C)C)nc2ccccc21	?	.
CCCCCn1c(Sc2nc3ccccc3s2)nc2c1c(=O)[nH]c(=O)n2C	?	.
Cc1cc(-c2csc(NC(=O)c3ccc(C#N)cc3)n2)c(C)n1Cc1ccccc1	14%	16
CCCN(C(=O)c1cc(S(=O)(=O)N(C)c2ccc(OCC)cc2)ccc1C)C1CCS(=O)(=O)C1 (centres undefined)	?	.
N#Cc1ccc(C23CC4(C2)[C@H](CN(P(=O)(c2ccccc2)c2ccccc2)[C@@H]4c2ccccc2)C3c2ccc(Cl)nc2)cc1 (some centres undefined)	-1%	-17
Cc1ccc(-c2cc(C(=O)Nc3cc(C)on3)c3ccccc3n2)cc1	?	.
COc1cc(OC)c2c(-c3ccccc3)cc(=O)oc2c1C(CC(=O)N1CCN(c2ccccc2)CC1)c1ccc2c(c1)OCO2 (centres undefined)	?	.

Continuation:
SMILES	Lipid storage S3	Lipid storage S3 cell count max
Fc1ccc(C2=CSC3=NCCN23)cc1	?	.
CCOC(=O)c1c(NC(=S)Nc2ccccc2)sc2c1CCN(CCc1ccccc1)C2	?	.
CCOC(=O)c1cc2c(ccn2-c2ccc(F)cc2)n1CC(=O)N1CCN(C(=O)c2ccco2)CC1	?	.
CCC(COC)NC(=O)CCc1nnc(Cc2cccc(C(F)(F)F)c2)o1 (centres undefined)	28%	.
CC1CC(C)CN(S(=O)(=O)c2ccc(C(=O)NCCCn3ccnc3)cc2)C1 (centres undefined)	?	.
O=C(/C=C/c1ccc(-c2ccccc2)o1)c1ccccc1	-16%	1
CNc1nc2c(c(=O)n(C)c(=O)n2C)n1CCCc1ccccc1	?	.
CN1CCC(N(C)CC(=O)Nc2cccc(Oc3ccccc3)c2)CC1	?	.
O=C(CSc1nnc(Nc2ccccc2)s1)NCc1ccco1	?	.
NS(=O)(=O)OCCCc1ccc(C(F)(F)F)cc1	-16%	1
O=C(CSc1nc2ccccc2[nH]1)c1ccc(Cl)s1	?	.
O=c1c(-c2ccccc2)nnc2sc(COc3ccc(Br)cc3)nn12	?	.
Cc1nc(CCNC(=O)Cc2ccc(Cl)cc2)cs1	i	.
CC(C)CCCNc1nc(N2CCOCC2)nc(N2CCOCC2)n1	?	.
CN1C(=O)C2(C(C#N)=C(N)N(c3cc(Cl)cc(Cl)c3)C3=C2C(=O)CCC3)c2ccccc21 (centres undefined)	?	.
CCOc1ccc(S(=O)(=O)N2CCC(C(=O)NCc3ccncc3)CC2)cc1	-8%	7
CCCCc1nnc(NC(=O)CSc2nc(C)cc(=O)[nH]2)s1	?	.
Cc1ccccc1C(=O)Nc1c(C(=O)N2CCCC2)cnn1-c1ccccc1	24%	.
O=C(NCCCNC1CCCCC1)c1ccc(/C=N/O)nc1	?	.
Cc1cc(NC(=O)CSc2n[nH]c(-c3cccs3)n2)no1	?	.
N#C/C(=C(/O)c1cc2ccccc2o1)c1nc2ccccc2s1	-22%	-15
COCc1nc2sc3c(c2c(=O)[nH]1)CCCC3	?	.
CC(C)c1nnc(NC(=O)CCC(=O)NCc2ccccc2Cl)s1	?	.
CCOc1nc(C#N)nc(N2CCCCC2)n1	i	.
CC(=O)NCCc1csc(-c2ccccc2)n1	9%	9

Next section.
SMILES	Lipid storage S3	Lipid storage S3 cell count max
CC(C(=O)NC1C(=O)N2C(C(=O)O)=C(CSc3nnnn3C)CSC12)n1cc(Cl)cn1 (centres undefined)	-1%	-11
Cc1ccc(C)n1-c1ccc(C(=O)N/N=C/c2ccncc2)cc1	?	.
Cc1cccc(Cn2c(=O)c3c(nc4n3CCCN4Cc3ccccc3)n(C)c2=O)c1	i	-20
CCOc1ccc(N(CC(=O)Nc2ccc(C)cc2)S(=O)(=O)c2c(C)[nH]c(=O)[nH]c2=O)cc1	i	-19
O=C1NC2(CCCCC2)C(=O)N1c1ccc(Cl)cc1	?	.
COC(=O)c1sccc1Oc1c(Cl)cccc1[N+](=O)[O-]	?	.
Cc1ccc(S(=O)(=O)N/N=C2/CCCCC2C2CCCCC2)cc1[N+](=O)[O-] (centres undefined)	?	.
CNC(=O)c1ccccc1S(=O)(=O)c1ccccc1C#N	5%	-5
COc1ccc(C(=O)NC2CC2)cc1OC1CCN(Cc2ccc(SC)cc2)CC1	i	5
CCOC(=O)C1=NNC(C(=O)c2ccc(Cl)cc2)C1c1ccc(OC)cc1 (centres undefined)	?	.
CC(C)(C)c1csc(NNC(=O)c2ccc(Cl)cc2)n1	?	.
CCOC(=O)c1c(NC(C)=O)sc2c(OC)c(Br)ccc12	?	.
Cc1cc(NC(=O)CN2CCN(c3cccc(Cl)c3)CC2)no1	?	.
Nc1nc(N2CCN(c3ccc(F)cc3)CC2)n[nH]1	?	.
O=C(NC1CCN(C(=O)N2c3ccccc3Sc3ccccc32)CC1)c1ccccc1Cl	-2%	8
COc1ccc(-c2nnn(CC(=O)N(Cc3cccs3)C(C)C(=O)NC3CCCC3)n2)cc1OC (centres undefined)	?	.
CCNC(=S)N1CCN(Cc2ccc3c(c2)OCO3)CC1	i	14
CCCCCCCCc1nc(SC(C)C(=O)O)n[nH]1 (centres undefined)	?	.
O=C(C1=C[C@@H](C2CC2)C[C@@H](OCCCCO)O1)N1CCN(Cc2ccc3c(c2)OCO3)CC1	-11%	-6
COC(=O)c1sccc1NS(=O)(=O)c1ccccc1	?	.

This is a subset (hit frequency here may not be typical).
